# H37Rv inhibition – M. tuberculosis growth inhibition, HTS (AID 449762); M. tuberculosis H37Rv growth inhibition, 7H9 media; higher % means a stronger effect; one-dose inhibition, % at 25 µM; IC50 in µM for titrated hits; 330,000 tested, 0.59% active; in the data active = a potency from the dose series; inconclusive = inhibition above about 70% without an active follow-up result;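 also: bacterial growth assessed after seven days of incubation; strong numbers were not always called active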
# inhibitors of VEEV – inhibitors of VEEV TC-83 cytopathic effect, confirmation, Vero cells (AID 588727) | one-dose inhibition, % at 20 µM; IC50 in µM for titrated hits | 350,000 tested, 0.13% active | Vero cells, VEEV TC-83 cytopathic effect inhibition; higher % means a stronger effect; in the data active = a potency from the dose series; inconclusive = inhibition mostly from about 14% at the one dose, without a potency; inactive = the rest, 99 in 100 with inhibition below about 12%; also: strong numbers were not always called active
# H1N1 NS1A inhibition – NS1A inhibition, H1N1 influenza, cell based functional assay (AID 504329); inhibition, % at 12.5 µM, or IC50 in µM where a hit was titrated; 340,000 tested, 0.3% active; NS1A functional cell-based assay, percent inhibition; higher % means a stronger effect; in the data active = a potency from the dose series; inconclusive = inhibition above about 27% without an active follow-up result; also: strong numbers were not always called active
# M. tuberculosis – growth inhibition of non-replicating M. tuberculosis (AID 488890). Mycobacterium tuberculosis non-replicating, growth inhibition; higher % means a stronger effect. inhibition, % at 25 µM, or IC50 in µM where a hit was titrated. 320,000 tested, 0.39% active; in the data active = a potency from the dose series; inconclusive = inhibition mostly from about 82% at the one dose, without a potency; inactive = the rest, 99 in 100 with inhibition below about 76%;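 also: plate controls were DMSO cells for no effect and high antibiotic wells for full effect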
# Salmonella PhoP GFP – PhoP regulon inhibitors, Salmonella typhi PhoP promoter GFP reporter, confirmatory (AID 1850) | 310,000 tested, 0.33% active | Salmonella Typhi PhoP-promoter GFP reporter, fluorescence, 4 h; higher % means a stronger effect | inhibition, % at 50 µM, or IC50 in µM where a hit was titrated; in the data active = a potency from the dose series; inconclusive = inhibition mostly from about 25% at the one dose, without a potency; inactive = the rest, 99 in 100 with inhibition below about 19%;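 also: 0% = induced wells with vehicle and 100% = uninduced wells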
# inhibitors of VEEV 10K pilot screen – further read-out of inhibitors of VEEV, marked with its call; inhibition, %; measured here: 10K pilot screen inhibition
# * marks the source's active call; other numbers are inactive results; i = inactive; ? = inconclusive; . = no result given.
SMILES,H37Rv inhibition,inhibitors of VEEV,H1N1 NS1A inhibition,M. tuberculosis,Salmonella PhoP GFP,others
CC(C)(C)c1ccc(C(=O)NCCCN2CCN(CCCNC(=O)c3ccc(C(C)(C)C)cc3)CC2)cc1,?,i,5.7%,?,-0.1%,
CC12CC3CC1C(C(=O)O2)C3C(=O)O (stereo not given),.,i,2.1%,.,.,
O=C(N1CCOCC1)N(CCN1CCOCC1)Cc1cccc2ccccc12,-10.2%,1.7%,-3.6%,2.4%,2.5%,
Cc1c(C(=O)Nc2ccccc2)sc2nc(-c3ccccc3)cn12,-23.2%,1.7%,1.9%,11.4%,-6.4%,
NS(=O)(=O)c1ccc(NC(=O)C2CCCN(S(=O)(=O)c3ccc(F)cc3)C2)cc1 (stereo not given),6.4%,3.5%,0.5%,-12.0%,0.5%,
C=CCn1c(SCC(=O)NC2CCS(=O)(=O)C2)nnc1-c1cc2c(s1)CCC(CC)C2 (stereo not given),-8.4%,0.0%,20.5%,35.0%,-1.6%,
COC(=O)c1ccc2c(c1)c(-c1ccccc1)c(-c1ccccc1)n2C,.,2.5%,-5.2%,.,.,
CC(C)(C)C(=O)CSc1ncnc2sc3c(c12)CCC3,6.7%,0.1%,-3.9%,32.4%,-11.1%,
Cc1ccc(NC(=O)C(C)OC(=O)Cc2c[nH]c3ccccc23)cc1S(=O)(=O)N1CCOCC1 (stereo not given),-7.0%,?,-1.2%,8.2%,8.5%,
COc1ccccc1N1CCN(C(c2ccc(N(C)C)cc2)c2nnnn2CCc2ccccc2)CC1 (stereo not given),-9.0%,1.0%,3.8%,46.7%,10.2%,
CCCCc1cc(=O)oc2cc(C)cc(OCC(=O)NCc3ccncc3)c12,-6.1%,6.9%,7.2%,23.1%,-2.6%,
COc1ccc(C(=O)C[n+]2cccc3cc(OC)ccc32)cc1,10.7%,0.7%,-9.4%,-3.0%,-3.2%,
Cc1cc(C(=O)OCC(=O)NCCN2C(=O)CSC2=O)ccc1[N+](=O)[O-],-0.1%,0.9%,-11.3%,11.0%,.,
CCOc1c(Nc2ccc(C(C)C)cc2)c(=O)c1=O,-0.4%,7.7%,0.1%,13.5%,9.8%,
Cc1cccc2nc(CNC(=O)CC3C(=O)NCCN3Cc3cccc(F)c3)cn12 (stereo not given),8.3%,1.0%,-2.9%,-7.4%,-16.2%,
COc1cccc(NC(=O)CSc2nnc(Cn3nnc4ccccc43)n2C)c1,3.0%,1.0%,3.4%,0.8%,5.1%,
COC(=O)Cn1c(=NC(=O)c2ccc(OC)cc2)sc2cc(OC)ccc21,6.0%,1.2%,-7.7%,2.7%,2.7%,
O=C(c1cccs1)N(Cc1ccco1)Cc1cc2ccccc2[nH]c1=O,5.5%,7.1%,-1.2%,17.6%,1.4%,
COc1ccc(CN2[C@@H](CC(C)=O)c3ccc(/C=C/C(C)=O)cc3S2(=O)=O)cc1,67.0%,12.4%,-5.9%,74.7%,5.8%,
COc1ccc(Cl)cc1C(=O)NNC(=O)C1CCCO1 (stereo not given),.,1.4%,-4.2%,.,.,
NS(=O)(=O)c1ccc(N2C(=O)C3C4CC(C(Br)C4Br)C3C2=O)cc1 (stereo not given),.,3.2%,2.5%,.,.,
O=C(O)CCc1nnc2n(Cc3ccc(F)cc3)c(=O)c3ccccc3n12,0.9%,0.8%,6.6%,-14.0%,-3.1%,
Cc1nn(CC(=O)Nc2ccc3c(c2)OCO3)c(C)c1[N+](=O)[O-],2.3%,1.6%,-4.1%,1.5%,-12.8%,
Cc1ccc(Nc2nc(N)nc(CN3CCN(C)CC3)n2)cc1,-7.5%,3.5%,3.7%,2.6%,5.0%,
Cc1nc(N2CCN(c3ccccn3)CC2)c2c(C)c(C(=O)Nc3ccc(F)cc3F)sc2n1,48.8%,10.0%,5.7%,19.1%,-2.7%,

# Brought forward from above: 5 compounds, then new ones.
SMILES,H37Rv inhibition,inhibitors of VEEV,H1N1 NS1A inhibition,M. tuberculosis,Salmonella PhoP GFP,others
NS(=O)(=O)c1ccc(N2C(=O)C3C4CC(C(Br)C4Br)C3C2=O)cc1 (stereo not given),.,3.2%,2.5%,.,.,
O=C(O)CCc1nnc2n(Cc3ccc(F)cc3)c(=O)c3ccccc3n12,0.9%,0.8%,6.6%,-14.0%,-3.1%,
Cc1nn(CC(=O)Nc2ccc3c(c2)OCO3)c(C)c1[N+](=O)[O-],2.3%,1.6%,-4.1%,1.5%,-12.8%,
Cc1ccc(Nc2nc(N)nc(CN3CCN(C)CC3)n2)cc1,-7.5%,3.5%,3.7%,2.6%,5.0%,
Cc1nc(N2CCN(c3ccccn3)CC2)c2c(C)c(C(=O)Nc3ccc(F)cc3F)sc2n1,48.8%,10.0%,5.7%,19.1%,-2.7%,
CN(C)CCCC1Sc2ccccc2Sc2ccccc21 (stereo not given),15.5%,3.8%,2.6%,63.4%,19.0%,
CCOc1cc(OCC)cc(C(=O)Nc2cccc(C(C)=O)c2)c1,-0.5%,1.7%,9.6%,17.1%,14.8%,inhibitors of VEEV 10K pilot screen=0.7
COc1ccc([N+](=O)[O-])c(OC)c1C(=O)NC(=O)Nc1c(F)c(F)c(F)c(F)c1F,7.4%,i,-9.7%,-14.8%,-3.6%,
COc1ccc(-c2csc(NS(=O)(=O)c3ccc([N+](=O)[O-])cc3)n2)cc1,1.1%,i,4.9%,34.5%,-0.4%,
CCOc1ccccc1NC(=O)COC(=O)c1c(CC)noc1C,.,1.0%,8.9%,.,.,
CSCCC(NC(=O)c1ccccc1Br)C(=O)NCC1CCCCC1 (stereo not given),0.4%,i,3.3%,5.4%,-12.8%,
Cc1ccccc1NC(=O)c1snc2c(=O)[nH]cnc12,-1.9%,.,.,-6.8%,6.0%,
O=C1CCCCN1CCc1c[nH]c2ccccc12,-9.1%,0.3%,3.2%,-1.4%,-7.4%,
O=[N+]([O-])c1nn(-c2ccccc2)n(O)c1=NCCc1ccccc1,?,i,14.8%,?,-3.7%,
O=C(/C=C/c1ccc(Cl)c(Cl)c1)NC1=NCCS1,8.5%,0.8%,-7.2%,56.7%,-6.2%,inhibitors of VEEV 10K pilot screen=0.2
O=C(NCC(O)c1ccc([N+](=O)[O-])cc1)c1cccc(S(=O)(=O)N2CCOCC2)c1 (stereo not given),-11.7%,0.9%,-5.1%,4.7%,-9.9%,
O=C(Nc1ncc(Cc2ccccc2)s1)c1cccs1,50.7%,7.3%,-13.1%,?,18.0%,
Cc1ccc(-n2cnc3c(=O)[nH]cnc32)cc1[N+](=O)[O-],.,0.5%,-17.0%,.,.,
COCCN(C(=O)COC(=O)CCOc1cccc(C)c1)c1c(N)n(Cc2ccccc2)c(=O)[nH]c1=O,-7.2%,1.2%,-7.7%,-8.1%,3.4%,
CCCCn1c(N)c(N(CC(C)C)C(=O)CCCc2cccs2)c(=O)[nH]c1=O,-8.2%,3.2%,-7.3%,20.4%,-4.7%,
COc1cc(NC(=O)c2cccnc2)ccc1-c1cc2ccccc2oc1=O,-6.8%,.,.,-1.9%,-11.5%,
CC1=NOC(=O)/C1=C\c1ccc(-c2ccc(Br)cc2C(=O)O)o1,-4.0%,i,-8.1%,-15.1%,-4.2%,
O=C(CN1CCN(Cc2ccccc2)CC1)N1N=CCC1c1ccccc1 (stereo not given),2.8%,i,9.7%,0.5%,21.0%,
O=C(Nc1ccccc1)c1ccc2c(c1)OCO2,1.4%,9.3%,-4.6%,2.1%,-2.0%,
CCOc1ccc(N=c2scc(-c3ccc(OC)cc3)n2CCO)cc1,66.1%,4.2%,4.2%,41.2%,1.0%,
Cc1nn(-c2ccccc2)c2nc(-c3ccncc3)cc(C(=O)NCc3ccco3)c12,?,3.8%,3.9%,24.8%,4.7%,
C/C(CC(=O)Nc1cccc2c1CCCC2)=N\NC=O,-7.2%,0.0%,6.1%,-1.0%,-3.7%,
COC(=O)CN1C(=O)N/C(=C/c2ccccc2OC)C1=O,-11.7%,2.4%,-0.2%,-20.1%,0.1%,
O=C(Nc1ccc2c(c1)C(=O)c1ccccc1-2)c1ccccc1,.,3.4%,-5.1%,.,.,
O=C(CN(CC1CCCO1)C(=O)CNS(=O)(=O)c1ccc(Cl)cc1)NCc1ccco1 (stereo not given),4.2%,1.2%,2.7%,-8.3%,2.9%,

# Ordered by heavy-atom count (ascending): some entries from above
SMILES,H37Rv inhibition,inhibitors of VEEV,H1N1 NS1A inhibition,M. tuberculosis,Salmonella PhoP GFP,others
O=C(Nc1ccccc1)c1ccc2c(c1)OCO2,1.4%,9.3%,-4.6%,2.1%,-2.0%,
Cc1ccc(Nc2nc(N)nc(CN3CCN(C)CC3)n2)cc1,-7.5%,3.5%,3.7%,2.6%,5.0%,
Cc1ccc(NC(=O)C(C)OC(=O)Cc2c[nH]c3ccccc23)cc1S(=O)(=O)N1CCOCC1 (stereo not given),-7.0%,?,-1.2%,8.2%,8.5%,

# (continued)
SMILES,H37Rv inhibition,inhibitors of VEEV,H1N1 NS1A inhibition,M. tuberculosis,Salmonella PhoP GFP,others
Cc1cccc(NS(=O)(=O)c2ccc(C)c(C(=O)NCC(c3ccccc3)N(C)C)c2)c1 (stereo not given),-12.3%,i,-20.5%,-13.2%,.,
O=C(CCC(=O)c1ccc(F)cc1)OCc1nnc(-c2ccc([N+](=O)[O-])cc2)o1,-2.4%,1.1%,-17.5%,37.0%,.,
CC(Nc1ccc(N2CCOCC2)cc1)C(=O)N1c2ccccc2CC1C (stereo not given),-4.8%,1.4%,-9.2%,33.9%,7.6%,
Cc1cc(-c2ccc(/C=N/n3cnnc3)o2)ccc1Cl,?,0.3%,-9.9%,9.9%,-3.4%,
Cc1noc(C)c1COc1cccc(C(=O)Nc2ccccc2)c1,3.5%,0.4%,-9.1%,-4.3%,.,
COc1ccc2c(c1OC)C(=O)N1C2SC[C@H]1C(=O)NC1CC1 (stereo not given in full),-0.1%,0.4%,4.2%,12.6%,9.8%,
O=[N+]([O-])c1ccc(Oc2ccc(F)cc2)c2ccncc12,-0.8%,3.7%,5.0%,45.9%,-3.0%,
CC1CCCC(NC(=O)COC(=O)Cc2ccsc2)C1C (stereo not given),4.6%,i,1.6%,3.5%,2.0%,inhibitors of VEEV 10K pilot screen=1.6
CC[C@@]1(C(=O)OC)N[C@H](CN(C)C(=O)Nc2ccc(Cl)cc2)[C@@H]2C(=O)N(Cc3ccccc3)C(=O)[C@@H]21,-2.4%,i,1.9%,0.6%,.,
CN(C)Cc1c(O)ccc2c(-c3ccccc3)cc(=O)oc12,-2.2%,2.0%,1.1%,2.6%,0.3%,
CC1(c2ccccc2)CCC(=O)NC1 (stereo not given),.,3.1%,-12.9%,.,.,
Cc1ccc(NC(=S)/C(=C(\[O-])c2ccc(F)cc2)[n+]2ccccc2)cc1,5.9%,1.0%,-4.4%,20.2%,0.8%,
CCN(CC)C(=O)c1c2c(nc3ccccc13)-c1ccccc1CC2,7.8%,4.1%,8.7%,23.5%,-8.9%,
COc1ccc(F)c(CN2CCCC(CO)(Cc3cccc(Cl)c3)C2)c1 (stereo not given),8.7%,0.6%,6.7%,6.4%,-0.6%,
Cc1c(C)c2ccc(OCC(=O)N3CC[C@@]4(O)CCCC[C@H]4C3)cc2oc1=O,-13.1%,0.8%,-4.5%,6.0%,0.1%,
Cc1cc(C(=O)OCC(=O)NC2(C#N)CCCCC2)c(C)o1,-7.6%,1.3%,-2.5%,-11.6%,.,
O=C(COC(=O)C(O)c1ccccc1)NC12CC3CC(CC(C3)C1)C2 (stereo not given),-3.3%,2.6%,-0.7%,7.5%,-4.8%,inhibitors of VEEV 10K pilot screen=2.2
O=C(c1n[nH]c2ccccc12)N1CCN(S(=O)(=O)c2ccccc2)CC1,-1.7%,8.5%,-7.0%,10.2%,.,
Cc1[nH]nc(SCC(=O)NC2CCCCC2)c1[N+](=O)[O-],-3.5%,2.6%,-9.4%,-0.4%,4.8%,
Cc1ccc(S(=O)(=O)N2CCOCC2)cc1C(=O)N1CCCCCC1,2.4%,1.8%,-6.1%,-3.0%,-6.5%,
COc1cccc(N(C(=O)c2ccco2)c2nc(-c3sc(NC(=O)c4ccco4)nc3C)cs2)c1,2.8%,i,-1.7%,25.8%,-5.5%,
Fc1ccc(OCCCCCn2ccnc2)cc1,-5.8%,0.1%,-6.9%,?,3.4%,
O=c1[nH]c(=S)[nH]c(O)c1/C=N/N1CCOCC1,-10.9%,i,1.2%,-18.2%,-3.4%,
COCc1cc(CNC(=O)C2CCC(=O)N(Cc3cccc(OC)c3)C2)[nH]n1 (stereo not given),.,1.1%,-13.6%,.,.,
COC(=O)c1cc(NC(=O)Nc2ccccc2OC)cc(C(=O)OC)c1,-2.1%,3.1%,-3.2%,9.2%,0.1%,
NS(=O)(=O)c1cccc(NC(=O)c2cccs2)c1,-5.3%,0.3%,-2.4%,?,3.3%,

# Compound activity from PubChem BioAssay.
